# Screening results from PubChem BioAssay.
# CCR6 antag: blocks CCL20-driven beta-arrestin recruitment at human CCR6; CHO-K1 CCR6 PathHunter beta-arrestin, luminescence, CCL20-stimulated; inhibition, % at 20 µM; P51684; AID 493098; 340,000 tested, 0.49% active;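 active means compounds whose inhibition of the agonist-driven luminescence signal at 20 µM reaches about 50%, limit read from the data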;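 further: cells stimulated with CCL20 at 14 nM final; plate controls were DMSO with CCL20 for no effect and DMSO without agonist for full effect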
# Target sequence (P51684 whole entry, looked up): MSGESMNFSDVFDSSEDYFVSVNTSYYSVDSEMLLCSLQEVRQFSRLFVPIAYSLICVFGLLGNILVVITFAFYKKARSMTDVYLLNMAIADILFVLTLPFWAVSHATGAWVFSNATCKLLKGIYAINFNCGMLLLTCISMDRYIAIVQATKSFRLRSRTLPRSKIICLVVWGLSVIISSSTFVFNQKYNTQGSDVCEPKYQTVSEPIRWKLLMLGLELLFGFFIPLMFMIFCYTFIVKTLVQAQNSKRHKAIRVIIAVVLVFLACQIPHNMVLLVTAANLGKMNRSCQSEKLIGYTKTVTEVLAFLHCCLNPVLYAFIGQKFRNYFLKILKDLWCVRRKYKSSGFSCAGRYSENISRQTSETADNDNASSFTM
# EBI2 block: antagonists of human EBI2 receptor. P32249. EBI2 beta-arrestin recruitment, luminescence, 7a,25-OHC stimulated. inhibition, % at 5 µM. 360,000 tested, 0.81% active. AID 651636; in the data active means inhibition above about 38%;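 further: enzyme fragment complementation signal reports receptor beta-arrestin coupling in cells; 0% = agonist plus DMSO wells and 100% = wells without agonist; some results beyond the cut were filed as inactive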
# Target sequence (P32249 whole entry, looked up, the tested form may be a part): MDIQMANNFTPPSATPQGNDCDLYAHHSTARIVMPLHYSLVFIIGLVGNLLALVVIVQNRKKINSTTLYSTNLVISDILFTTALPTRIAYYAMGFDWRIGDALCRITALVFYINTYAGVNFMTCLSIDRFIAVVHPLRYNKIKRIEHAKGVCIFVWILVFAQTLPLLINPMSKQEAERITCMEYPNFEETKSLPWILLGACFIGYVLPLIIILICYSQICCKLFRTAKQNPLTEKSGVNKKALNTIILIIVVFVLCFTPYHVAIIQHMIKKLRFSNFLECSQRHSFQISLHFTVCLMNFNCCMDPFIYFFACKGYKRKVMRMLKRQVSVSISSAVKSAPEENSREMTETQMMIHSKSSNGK
# Gli-Sufu block: antagonists of Gli-Sufu signaling; Sufu-KO-LIGHT fibroblasts, Gli luciferase reporter luminescence; inhibition, % at 5 µM; 340,000 tested, 0.74% active;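 active means inhibition above about 55%, limit read from the data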;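 further: 0% = DMSO-treated cells and 100% = wells with medium but no cells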
# Starred values were filed as active, the others as inactive.
SMILES,CCR6 antag,EBI2 block,Gli-Sufu block
COc1ccc(C(=O)N2c3cc4c(cc3C(C)=CC2(C)C)OCO4)cc1,13.9,4.8,4.2
CC1=NOC(=O)/C1=C\c1ccc(-c2ccccc2Br)o1,21.4,-14.5,-6.0
COc1ccc(S(=O)(=O)N2CCN(c3ccccc3)CC2)cc1OC,-1.3,-11.5,-22.4
Nc1ncn(C(=S)Nc2ccccc2)n1,13.0,-9.0,0.6
O=C(O)c1ccc(Oc2ccc([N+](=O)[O-])cc2)c([N+](=O)[O-])c1,-4.7,1.3,-9.5
CCOC(=O)c1c(NC(=O)CSc2ncccn2)sc2c1CCN(Cc1ccccc1)C2,13.6,17.2,25.7
O=P(Cc1cccc2ccccc12)(c1ccccc1)c1ccccc1,2.8,6.1,2.6
CCN1C(=O)/C(=C\c2cn(-c3ccccc3)nc2-c2cccnc2)SC1=S,8.4,32.8,5.4
Cn1c(=O)c2[nH]c(CCc3ccncc3)nc2n(C)c1=O,9.5,0.7,0.6
CC(=NNC(=S)Nc1ccccc1Cl)c1ccccn1,30.2,-19.2,92.5*
O=C(Nc1ccc(Cl)cc1)Nc1nnc(-c2ccncc2)s1,-10.3,-4.0,73.8*
Cc1ccc(C)c(S(=O)(=O)N2CCN(C(=O)CNC(=O)c3sc4ccccc4c3Cl)CC2)c1,5.5,-11.9,17.6
Cc1cccc(N=C2NC(=O)/C(=C/C=C/c3ccco3)S2)c1,17.9,7.8,-18.1
CCOc1ccc(C(=O)NC(=S)N(Cc2ccccc2)Cc2ccccc2)cc1,27.5,7.2,-0.3
CCOc1ncccc1C(=O)NC(C)CCc1ccccc1 (stereo unspecified),11.8,4.8,6.9
CCOC(=O)N1CCC(NC(=O)CNS(=O)(=O)c2ccc(Br)s2)CC1,5.6,1.2,1.8
COc1ccc(C2CC23N=C(c2ccccc2)OC3=O)cc1 (stereo unspecified),29.6,-5.6,-7.0
O=C1NC(=O)C2(CCCC2c2ccccc2)N1 (stereo unspecified),0.2,-10.9,12.0
CC(C)C(=O)Nc1cccc(COc2ccccc2CN(Cc2ccccc2)C(=O)OC(C)(C)C)c1,18.4,14.4,2.1
CC(C)C[C@H]1CNC(=O)C(=O)N1CC1CCN(CC2CCC(C(C)(C)C)CC2)CC1 (stereo partly specified),-7.7,-12.4,-2.4

# Fetched by structure from the entries so far:
SMILES,CCR6 antag,EBI2 block,Gli-Sufu block
CC(C)C[C@H]1CNC(=O)C(=O)N1CC1CCN(CC2CCC(C(C)(C)C)CC2)CC1 (stereo partly specified),-7.7,-12.4,-2.4
CC1=NOC(=O)/C1=C\c1ccc(-c2ccccc2Br)o1,21.4,-14.5,-6.0
Nc1ncn(C(=S)Nc2ccccc2)n1,13.0,-9.0,0.6
Cn1c(=O)c2[nH]c(CCc3ccncc3)nc2n(C)c1=O,9.5,0.7,0.6

# Next section.
SMILES,CCR6 antag,EBI2 block,Gli-Sufu block
O=C(O)c1ccc(NC(C(=O)c2ccccc2)c2ccccc2)cc1 (stereo unspecified),10.3,1.0,-24.1
COCCN(Cc1cc2cc(C)ccc2n2nnnc12)C(=S)Nc1ccc(OC)cc1,14.7,7.6,-5.4
COc1ccc(NS(=O)(=O)c2cccc(C(=O)N/N=C(/C)c3ccc(-n4ccnc4)cc3)c2)cc1,1.9,-12.7,-0.2
CSc1ccc(C2=C/C(=C3/SC(=S)NC3=O)c3ccccc3O2)cc1,75.8*,-2.4,12.4
Cc1ccc(S(=O)(=O)N2CCC(C(=O)Nc3nnc(COc4ccccc4)s3)CC2)cc1,12.3,9.7,16.3
O=C(NCCc1ccccc1F)C1CC(=O)N(c2cccc(C(F)(F)F)c2)C1 (stereo unspecified),-4.9,7.0,4.1
Cn1cc(/C=C2\SC(=S)N(NC(=O)c3cccc(Cl)c3)C2=O)c2ccccc21,36.0,7.1,3.5
N#Cc1ccc(Oc2ccc(C#N)c(C#N)c2)cc1C#N,-5.3,-7.2,5.8
O=C(NCc1ccccc1)c1cccc(NC(=O)C2CCCCC2)c1,5.6,-0.6,-5.2
COC1OC2COC(c3ccccc3)OC2C(OC(=O)c2ccccc2)C1OC(=O)c1ccccc1 (stereo unspecified),10.0,15.6,15.4
COc1ccc(C=NNC(=O)CCCCC(=O)NN=Cc2ccc(OC)cc2)cc1,5.6,13.1,-19.2
C[C@@H]1CN(S(=O)(=O)C(C)(C)C)[C@H](CCO)/C1=C\c1ccccc1,12.5,0.4,5.0
O=C(O)c1cccc(Oc2ccc(C(=O)O)c([N+](=O)[O-])c2)c1,4.1,-7.9,-6.1
COc1ccc(Nc2cc(C)nc3ncnn23)cc1,2.8,-7.2,-24.4
CCN(CC(=O)Nc1ccccc1OC)C(=O)CN1C(=O)NC(C)(c2ccc3ccccc3c2)C1=O (stereo unspecified),1.8,-8.2,5.2
CCN(CC)CCCNc1ccc2ncn3c4ccc(O)cc4c(=O)c1c23,2.5,-2.4,48.1
O[C@@H]1CN(C2CCN(Cc3ccccc3)CC2)CC[C@H]1N1CCCCCC1,2.2,-3.7,-7.6
COc1ccc(Nc2nc(-c3c(C)nc4ncccn34)cs2)cc1,-4.7,25.2,71.1*
Cc1ccc(NC(=O)CN(C)C(=O)Cc2coc3cc(C)c(C)cc23)cc1,6.4,-1.9,1.3
Cc1ccc(Cc2nc3ccccc3[nH]2)cc1,3.9,-7.3,-4.0

# Limited to EBI2 block and CCR6 antag, for 5 of the compounds above:
Molecule	EBI2 block	CCR6 antag
CSc1ccc(C2=C/C(=C3/SC(=S)NC3=O)c3ccccc3O2)cc1	-2.4	75.8*
Cc1ccc(S(=O)(=O)N2CCC(C(=O)Nc3nnc(COc4ccccc4)s3)CC2)cc1	9.7	12.3
O=C(NCCc1ccccc1F)C1CC(=O)N(c2cccc(C(F)(F)F)c2)C1 (stereo unspecified)	7.0	-4.9
Cn1cc(/C=C2\SC(=S)N(NC(=O)c3cccc(Cl)c3)C2=O)c2ccccc21	7.1	36.0
N#Cc1ccc(Oc2ccc(C#N)c(C#N)c2)cc1C#N	-7.2	-5.3

# Additional entries.
SMILES,CCR6 antag,EBI2 block,Gli-Sufu block
CN(C(=O)c1ccc(NC(=O)Cc2ccc(NC(=O)C3CCCN(C(=O)C4CC4)C3)cc2)cc1)C1CCCC1 (stereo unspecified),11.7,-8.3,3.6
Cc1cc(C)cc(N(CC(=O)NC2CCCCC2)C(=O)CCC(=O)Nc2cc(C)ccn2)c1,1.2,-0.2,0.9
Cc1cccc2sc(NNC(=O)c3ccc(S(=O)(=O)N4CCCC(C)C4)cc3)nc12 (stereo unspecified),3.9,-8.3,-4.0
COC(=O)c1ccc(C(=O)OC)c(NC(=O)CSc2nc(-c3ccco3)cc(C(F)(F)F)n2)c1,-3.4,10.3,5.3
COc1ccc(Cn2nnnc2C(c2ccccc2)N2CCN(C3CCCC3)CC2)cc1 (stereo unspecified),-2.4,-6.2,3.7
NC1=NC(=O)NC1(c1ccccc1)c1ccccc1,2.8,2.0,3.9
NC(=O)c1ccc(N=Cc2ccc([N+](=O)[O-])s2)cc1,30.9,-0.2,5.3
CC(C)OCCCNc1nc(Cl)nc2c1cnn2C,-1.3,-8.8,5.9
O=C(COc1ccccc1Cl)Nc1cc(Cl)ccc1O,2.8,-9.7,16.7
NC(=O)C1C2CCC(C2)C1C(N)=O (stereo unspecified),5.9,-2.9,-49.0
O=C(CNC(=O)c1cc(=O)[nH]c2ccc(S(=O)(=O)N3CCOCC3)cc12)Nc1ccc(F)c(F)c1,15.1,1.1,-26.9
N#Cc1c(-c2ccccc2)nc(SCC(=O)Nc2ccccc2)[nH]c1=O,7.9,3.9,-2.3
O=C1c2ccccc2C(O)(c2ccccc2)N1c1ccc([N+](=O)[O-])cc1Cl (stereo unspecified),11.2,-4.0,4.9
O=C(NC1CCN(Cc2ccccc2)CC1)c1cccc(NS(=O)(=O)c2ccc(Br)cc2)c1,4.8,1.4,5.2
CC(O)C(=O)N/N=C/c1cccc2ccccc12 (stereo unspecified),-10.0,8.0,-12.8
CC1CCN(N=Nc2nc3c([nH]2)c(=O)n(C)c(=O)n3C)CC1,10.2,9.3,1.0
CC12CCCC(C(C#N)C(N)=O)(C1)NC(=O)C2C#N (stereo unspecified),0.3,1.0,-2.1
CC(=O)N1CCN(C(=O)CNC(=O)c2ccc(C)s2)CC1,5.8,2.2,-7.1
COc1ccc(C2c3[nH]c4ccccc4c3CCN2C(=O)c2cc3ncccn3n2)c(F)c1 (stereo unspecified),13.7,1.8,-0.7
CCN(CC)CC(O)CNc1ccnc2c(Cl)ccc(Cl)c12 (stereo unspecified),14.9,6.8,4.5
O=C1c2ccccc2C(=O)N1CCc1c(-c2[nH]c3ccccc3c2CCN2C(=O)c3ccccc3C2=O)[nH]c2ccccc12,10.0,-11.5,-4.1
CC(C)c1ccc(C2OCCCO2)cc1,0.4,-14.5,7.1
O=C1Cc2cc(O)ccc2O1,10.9,-10.2,6.8
Oc1ccc(C=NNc2nc3ccccc3s2)c(O)c1,-10.2,5.8,-7.8
O=C(c1cccc(Cl)c1)N1CCC2CC1c1cc(-c3ccc(F)cc3)ccc12 (stereo unspecified),9.3,3.8,2.8
N#CCc1c[nH]c2ccc([N+](=O)[O-])cc12,1.9,2.2,0.7
CCSc1ccc(-c2ccc(C)cc2)nn1,6.1,9.4,-116.5
CC(C)CC1(C)CNC(=O)NC1,-7.2,-4.8,37.8
COc1ccc(-c2nc(CN3CCC(C(=O)NC4CCCc5ccccc54)CC3)c(C)o2)cc1OC (stereo unspecified),20.9,1.1,-0.6
CCOc1ccc(Br)cc1S(=O)(=O)Nc1cccc(S(=O)(=O)N2CCOCC2)c1,-3.5,0.4,-1.6
O=C(/C=C/c1ccccn1)c1ccc(Br)cc1O,17.3,12.9,9.0
O=S(=O)(c1ccc(F)cc1F)N1CCN(CCO)CC1,13.3,-6.0,21.5
O=c1cc2c(=O)oc3cc(O)c(O)oc3c2c(O)c1O,18.8,-6.7,21.5
CC(=O)c1ccccc1OCC(=O)Nc1cccc(S(=O)(=O)N2CCCC2)c1,10.3,11.0,-23.9
Cc1ccccc1OCc1nnc(SCc2nc3ccccc3c(=O)[nH]2)n1C,7.2,-0.6,28.2
Nc1cc(=O)n(Cc2ccccc2)c(=O)n1Cc1ccccc1,15.3,8.4,-7.1
ON=C1c2ccccc2-c2ccc(F)cc21,-15.0,6.2,-14.5
Cc1ccc(S(=O)(=O)N2CCC(C)CC2)cc1[N+](=O)[O-],17.8,-5.0,3.3
CN(C(=O)c1cccc(NC(=O)Cc2ccc(NC(=O)C3CCCN(C(=O)C4CCCCC4)C3)cc2)c1)C1CCC1 (stereo unspecified),-8.3,-2.6,-5.2
CN(C(=O)COC(=O)c1ccc(Cl)c(S(=O)(=O)NCc2ccccc2)c1)C1CCS(=O)(=O)C1 (stereo unspecified),-2.8,3.4,6.8
N#C/C(=C\c1ccc(O)c([N+](=O)[O-])c1)c1nc2ccccc2s1,46.2,8.6,-9.9
CN(C(=O)c1cccc(NC(=O)Cc2ccc(NC(=O)C3CCN(C(=O)C4CCC4)CC3)cc2)c1)C1CCC1,1.0,-11.7,-0.2
COc1ccc(C=CC(=O)c2ccc(OC)c(OC)c2O)cc1OC,28.7,20.1,8.4
CCOc1ccc2nc(SCC(=O)NC(=O)C(C)C)sc2c1,2.1,-3.3,-3.9
Cn1c(/C(C#N)=C/c2ccc(-c3ccc(S(N)(=O)=O)cc3)o2)nc2ccccc21,3.3,0.4,20.6
CCSC(=O)N=Nc1ccc(O)cc1,-0.4,-29.3,0.8
O=C1NC(=S)S/C1=C\c1ccc(SCc2ccccc2)o1,37.0,-5.4,6.9
CC(=O)N1CCN(S(=O)(=O)c2cccc(C(=O)NNC(=O)c3ccc(Br)cc3)c2)CC1,-2.1,1.3,10.4
OC(Cc1ccncc1)c1ccccc1Cl (stereo unspecified),5.2,-4.5,-4.5
O=C(Cc1cccc(NC(=O)C2CCCN(C(=O)c3ccccc3)C2)c1)Nc1cccc(C(=O)N2CCCCC2)c1 (stereo unspecified),-12.3,4.7,-6.2
CCOc1cc(C(=O)N(Cc2ccccc2)c2ccc(C)cc2)ccc1OCC(=O)N1CCOCC1,8.1,-9.0,5.0
COC1OC(COCc2ccccc2)C(N)C(OCc2ccccc2)C1OCc1ccccc1 (stereo unspecified),9.2,10.1,-7.8
CC12CCC(=O)N1C(C(=O)Nc1ccccc1N1CCCC1)CS2 (stereo unspecified),16.4,6.3,0.9
CCOC(=O)/C=C1/SCC(=O)N1CC(=O)Nc1ccccc1OC(F)F,5.8,8.2,2.2
Cn1c2c(c3ccccc31)CCN(CCCCN1CCN(c3ccccc3)CC1)C2=O,4.5,19.6,-1.1
Cc1cn([C@H]2C[C@H](O)[C@@H](CCC(=O)NCc3ccco3)O2)c(=O)[nH]c1=O,-1.4,3.2,-13.4
Nc1nc(SCc2ccccc2)cc(SCc2ccccc2)n1,16.7,34.8,-52.9
Cc1ccc(CNC(=O)CNC(=S)N(Cc2ccccc2)Cc2ccccc2F)cc1,7.5,15.7,5.2
CCCOc1ccc(C(=O)CCN2CCN(C(=O)OCC)CC2)cc1,6.3,-3.8,-9.4
CCC1(CC)SC(N)=NC1=O,4.4,3.3,-13.5

# (continued)
SMILES,CCR6 antag,EBI2 block,Gli-Sufu block
COc1ccc2cc(C3=CC(=O)CCC3)ccc2c1,1.1,4.0,-86.9
Oc1ccccc1C1CCCCC1c1ccccc1 (stereo unspecified),6.0,-2.8,7.9
COc1cc[n+]([O-])cc1[N+](=O)[O-],-2.9,1.8,1.5
O=C1OC2(c3ccccc31)c1ccccc1-c1ccccc12,21.9,13.4,5.5
Cn1cccc1/C=C1\SC(=S)N(NC(=O)c2ccccc2Cl)C1=O,22.0,3.9,6.2
O=S(=O)(c1cccc(Br)c1)N1CCN(c2ncnc3scc(-c4ccccc4)c23)CC1,11.6,13.8,1.9

# Only part of the results is shown. The share of hits here may be higher or lower than overall.
